# Source: PubChem BioAssay (several laboratories)
# MC4R ag barr – activates human MC4R beta-arrestin recruitment; U2OS MC4R beta-arrestin complementation, luminescence; percent of melanotan II response, DMSO zero; AID 540308; activation, % at 8.9 µM; 360,000 tested, 0.98% active; P32245;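 active = activation above a per-plate cutoff, the mean activation of sample wells on that plate plus 3 SD, cut at about 8% in these data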
# ABCB6 inh 2 – inhibitors of human ABC transporter ABCB6; Q9NP58; K562-ABCB6 porphyrin accumulation, flow cytometry, 1 h; active compounds read low; fluorescence ratio to DMSO, % at 10 µM; 360,000 tested, 0.19% active; AID 602162;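 active = fluorescence ratio to DMSO below 75%, the collection mean minus 3 SD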;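 also: signal is porphyrin accumulated inside mitochondria; 100% equals median channel fluorescence of DMSO control wells; lower ratio means ABCB6 inhibition with less porphyrin fluorescence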
# Target sequence (Q9NP58 whole entry, looked up): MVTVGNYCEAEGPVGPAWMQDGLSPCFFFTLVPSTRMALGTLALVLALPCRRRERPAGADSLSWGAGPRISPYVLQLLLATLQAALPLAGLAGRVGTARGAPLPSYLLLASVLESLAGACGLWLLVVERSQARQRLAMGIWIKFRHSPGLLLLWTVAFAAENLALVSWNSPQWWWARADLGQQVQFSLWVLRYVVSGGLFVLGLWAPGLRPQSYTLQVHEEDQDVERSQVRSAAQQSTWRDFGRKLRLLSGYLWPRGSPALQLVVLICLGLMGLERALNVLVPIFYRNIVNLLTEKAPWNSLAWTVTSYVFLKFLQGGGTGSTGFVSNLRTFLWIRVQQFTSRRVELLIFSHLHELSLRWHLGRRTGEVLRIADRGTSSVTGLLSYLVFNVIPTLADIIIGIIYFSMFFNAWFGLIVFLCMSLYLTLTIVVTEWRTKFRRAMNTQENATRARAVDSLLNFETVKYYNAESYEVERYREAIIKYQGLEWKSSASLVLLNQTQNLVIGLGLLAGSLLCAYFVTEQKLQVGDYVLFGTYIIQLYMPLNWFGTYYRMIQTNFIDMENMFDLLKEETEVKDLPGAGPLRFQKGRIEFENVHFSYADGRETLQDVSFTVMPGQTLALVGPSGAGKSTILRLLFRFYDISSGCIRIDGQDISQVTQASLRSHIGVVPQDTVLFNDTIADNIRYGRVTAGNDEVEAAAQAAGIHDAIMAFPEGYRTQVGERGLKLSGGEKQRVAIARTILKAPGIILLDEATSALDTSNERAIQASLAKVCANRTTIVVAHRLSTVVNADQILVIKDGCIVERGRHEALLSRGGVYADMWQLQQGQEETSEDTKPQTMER
# ABHD5 PLIN5 PPI – blocks binding of human ABHD5 to perilipin-5 | Q00G26+Q8WTS1 | Split G. princeps luciferase complementation, luminescence, 4 h | inhibition, % at 4 µM | 360,000 tested, 0.78% active | AID 602281;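 active = inhibition above the mean inhibition across every tested compound plus 3 SD, cut at about 22% in these data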;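 also: 0% = DMSO only wells and the 100% control is not disclosed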
# Glyco luc inh – blocks N-linked glycosylation in D54 reporter cells; D54 ERlucT glycosylation luciferase reporter, 24 h; percent of 100 nM tunicamycin response; AID 588692; 360,000 tested, 0.23% active; reporter increase, % at 12.5 µM;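 active = mean luciferase reporter signal, scaled so untreated is 0 and the glycosylation-blocking control 100, at or above a set limit in every replicate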;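 also: luciferase carries N-glycosylation sites so blocking glycosylation raises the light; 0% = median of neutral control wells and 100% = median of 100 nM tunicamycin wells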
# MC4R antagonist – human MC4R antagonism in cAMP assay; MC4R-expressing cells, MTII-stimulated cAMP, LANCE TR-FRET; inhibition, % at 6.5 µM; 360,000 tested, 0.48% active; AID 540295;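 active = inhibition above its plate's cutoff, the mean of tested wells on that plate plus 3 SD, cut at about 29% in these data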;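 also: 0% = Melanotan II alone and 100% = Melanotan II plus saturating MCL0020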
#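 Material: U2OS-MC4R stable cell line | Reagent: Melanotan II challenge after compound preincubation | Doses: One concentration, 6.5 µM nominal | Incubation: 30-min compound preincubation, 1-h Melanotan II challenge, 1-h detection, room temperature | Signal: TR-FRET cAMP assay | Replicates: One well per compound, no replicates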
# TLR9-MyD88 block – blocks human TLR9 binding to MyD88; inhibition, % at 4.98 µM; AID 504734; CHO BLA complementation TLR9-MyD88, CCF4 FRET ratio; 340,000 tested, 0.21% active;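 active = inhibition above the mean over all tested compounds plus 3 SD, cut at about 21% in these data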;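 also: 0% = DMSO only wells and 100% = clavulanate BLA inhibitor control wells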
# HTR2A ag – mouse HTR2A agonism via beta-arrestin recruitment; CHO-K1 mHTR2A beta-arrestin complementation, luminescence; percent of 30 µM serotonin response; P35363; activation, % at 7.6 µM; AID 624169; 360,000 tested, 0.66% active;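 active = activation above a run cutoff, the mean activation of all tested compounds plus 3 SD, cut at about 14% in these data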;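 also: 0% = plate median of compound wells and 100% = 30 µM serotonin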
# SRC2 inh – inhibits human steroid receptor coactivator 2; Q15596; HEK293 GAL4-SRC2 luciferase reporter, luminescence; inhibition, % at 9 µM; 370,000 tested, 0.17% active; AID 651957;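 active = inhibition above the mean inhibition of all tested compounds plus 3 SD, set per campaign, cut at about 52% in these data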;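 also: 0% = DMSO treated cells and 100% = cells given Gossypol at 36 µM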
# Cardio protect – modulators protecting cardiomyocytes from myocardial damage; AID 588492; protection from H2O2 cell death, % at 20 µM; 360,000 tested, 0.63% active; H9c2 cardiomyocytes, H2O2 injury protection, ATPLite, 2 h;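 active = compounds giving at least 50% protection of heart cells from peroxide-induced death in the single-dose screen, raw or plate-pattern-corrected value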;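 also: 0% = DMSO wells with peroxide and 100% = DMSO wells without peroxide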
# NOD2 RIPK2 PPI – inhibitors of human NOD2-RIPK2 interaction | 360,000 tested, 0.38% active | inhibition, % at 4.98 µM | AID 624267 | CHO BLA complementation NOD2-RIPK2, CCF4 ratio | O43353; in the data active = inhibition above about 21%;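 also: 0% = vehicle only and 100% = reference blocker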
# * hit, by the source's call; x = no result given. Some of the compounds tested; count on the stated rates, not on these rows.
# Each structure is followed by: HTR2A ag	TLR9-MyD88 block	MC4R antagonist	MC4R ag barr	NOD2 RIPK2 PPI	SRC2 inh	ABCB6 inh 2	Cardio protect	ABHD5 PLIN5 PPI	Glyco luc inh
COc1ccc(-c2nnc3n2N=C(C)CS3)cc1
→ 3	2	8	-0.6	-4	2	95	5	-1	0
O=C(O)c1cc2nc(-c3ccccc3)cc(-c3ccccc3)n2n1
→ 1	19	-1	-2.5	6	-35	114	5	0	0
CCOC(=O)c1cccc(NC(=O)COc2ccc([N+](=O)[O-])cc2)c1
→ 7	4	2	-1.2	6	9	89	5	6	1
Cc1ccccc1OCCNc1cc(N2CCCCC2)ccc1[N+](=O)[O-]
→ -8	0	-13	-0.6	3	12	94	-13	1	0
CCOc1ccc2nc(NC(=O)c3cnccn3)sc2c1
→ 3	-14	8	1.4	1	-35	141	-1	7	6
Cc1ccc(NC(=O)NCCSc2ccc(C)cc2)cc1
→ -4	-2	12	8.5*	7	-20	101	-4	-11	-1
CN1CCN(C(c2cccs2)c2nnnn2Cc2ccc(F)cc2)CC1 (stereo not given)
→ -1	-4	-4	-0.8	-7	-27	96	-5	-3	0
O=C(COC(=O)CNC(=O)C12CC3CC(CC(C3)C1)C2)Nc1ccccc1
→ -6	-1	7	0.9	6	11	83	-2	-2	4
COc1ccc(S(=O)(=O)N2CCN(C)CC2)cc1C(=O)Nc1ccccc1
→ -2	6	0	-0.5	1	8	96	-3	3	3
NC1=NC(=O)/C(=C/c2ccccc2OCC(=O)Nc2ccc(F)cc2)S1
→ -3	-13	2	2.4	-3	-4	98	12	-6	1
COc1ccc(CNCCc2ccc(Cl)cc2)cc1OCc1ccccc1
→ -3	1	-3	16*	-2	x	96	-30	9	-4
O=[N+]([O-])c1cccc(C(O)C23CN4CN(CN(C4)C2)C3)c1 (stereo not given)
→ 5	-5	2	1.8	0	-7	100	0	7	0
Cc1cc(-c2ccccc2)[nH]c(=O)c1C#N
→ 0	1	-2	-0.7	-10	-7	94	2	3	2
O=C(NC1CCN(C(=S)NCCc2ccccc2)CC1)C1CC1
→ -3	-4	14	-2.5	-5	8	101	-4	0	2
COc1ccccc1N1CCN(C(=O)c2ccc(-c3ccccc3)cc2)CC1
→ -11	-1	1	-0.3	4	-21	102	2	-1	-1
O=C1Nc2ccccc2NC(c2ccc3c(c2)OCO3)=C1N(Cc1ccc(F)cc1)C(=O)c1ccco1
→ -1	x	x	x	-6	-13	98	x	-3	x
CCCc1nc2c(=O)[nH]c3ccccc3c2o1
→ 0	0	-2	-0.9	-7	-15	94	3	5	4
O=C(NC(=S)Nc1cccc(C(F)(F)F)c1)c1ccc2nonc2c1
→ -6	x	8	1.0	-7	13	96	-13	-1	2
O=C(Cc1cccc(Cl)c1)Nc1ccc(Br)cc1
→ -7	-3	19	2.9	-1	-26	95	-15	-12	-1
Cc1ccc2cc(NC(=O)C3(C)CCN(C)C3)ccc2n1 (stereo not given)
→ -5	x	12	2.0	-13	-36	100	-3	0	1
CC12CCC3C(=CCc4cc(O)ccc43)C1CC(=NO)C2O (stereo not given)
→ -7	3	8	-0.8	-2	-28	94	4	-1	-3
CC(=O)N1CCOc2ccc(S(=O)(=O)Nc3cccc(C)n3)cc21
→ 7	-1	7	-2.9	-3	-10	98	-1	13	-1
Cn1c(CC(=O)Nc2ccccc2F)nnc1SCC(=O)Nc1ccccc1Br
→ -5	-10	-1	0.4	-2	11	93	2	-10	0
CCCc1nnc(NC(=O)CCN2C(=O)c3ccccc3C2=O)s1
→ 3	2	3	-1.3	-8	6	98	2	-4	0
Cc1ccc(-c2cn(CCN)c(-c3ccc(Cl)nc3)n2)cc1
→ 12	7	5	0.5	-8	-26	101	8	10	-2
Cc1nnnn1/C(=C\c1ccccc1)C(=O)OCC(=O)N1CC2(C)CC1CC(C)(C)C2 (stereo not given)
→ 2	-2	7	-1.4	10	32	100	-1	39*	-4
CN(CC(=O)Nc1ccc(Cl)cc1)Cc1cc(=O)n2ccsc2n1
→ 4	7	-14	3.2	-5	11	105	8	4	-2
Cc1ccccc1NC(=O)COC(=O)c1ccc2c(c1)C(=O)N(CCCN1CCOCC1)C2=O
→ -5	6	5	0.1	-1	3	93	7	1	2
O=C(c1ccc2ccccc2c1)c1cccc(F)c1C(=O)O
→ -1	-4	9	0.0	-21	0	97	3	-8	0
COc1ccc(NC(=O)CN2C(=O)c3cccc4cccc2c34)cc1OC
→ 2	6	-1	-3.1	-1	-9	91	-5	-4	0
COCCNC(=O)C(c1ccc(OC)cc1)N(Cc1ccco1)C(=O)CCC(=O)Nc1ccccn1 (stereo not given)
→ 2	9	-6	-2.3	-1	10	94	-2	-3	0
CCOC(=O)C1(C)CCCN1C(=O)c1ccc(N(C)C)cc1 (stereo not given)
→ 0	x	4	-0.3	-8	-13	107	6	4	3
C/C(=N\NC(=O)c1cc(-c2cccnc2)nc2ccccc12)c1ccc(O)cc1O
→ -3	-1	0	-1.4	-6	-6	92	52*	6	-7
COc1cccc(C(=O)Nc2cc3c(cc2N2CCCC2)n(C)c(=O)n3C)c1
→ 1	-12	8	-0.5	-11	-26	95	-1	4	14
CCCCOc1ccc(OCCCC)c2c1NC1(N2)C(=O)N(C(C)=O)c2ccccc21
→ 4	3	10	-0.3	0	-13	95	-7	6	-1
CCOC(=O)CSc1nc2c(c(=O)[nH]c(=O)n2C)n1Cc1ccccc1
→ 1	3	-2	0.0	2	-7	97	8	-2	4
Cc1ccc(N(CC(=O)NCc2ccc(F)cc2)S(=O)(=O)c2cccs2)cc1
→ 0	-4	5	1.3	-5	-8	94	4	1	-3
CN1CC2(C)OC(=O)C(Cl)=C2CC1c1ccccc1 (stereo not given)
→ -2	-7	0	-1.9	2	-2	98	-6	-6	-3
CCN(CC)S(=O)(=O)c1cccc(-c2nnc(SCc3nnc(-c4ccccc4)o3)n2C)c1
→ -1	7	8	0.1	-1	0	102	-2	3	0
COc1ccc(C/C(C)=N/NC(=O)c2ccncc2)cc1
→ 5	-5	12	-0.4	-2	2	100	10	4	0
CCNC(=S)N1CCNC(=O)C1CC(=O)OC (stereo not given)
→ 6	-6	2	4.3	-10	13	96	2	-11	-2
COc1ccc(OC)c2sc(N(CCN(C)C)C(=O)/C=C/c3cccs3)nc12
→ 1	-13	2	0.3	21*	10	93	-20	22*	-10
COc1cccc(CN2CCC2(C)C(=O)Nc2cccc(Oc3ccccc3)c2)c1OC (stereo not given)
→ -4	x	25	-0.1	2	8	97	-14	-2	-8
COc1cc2c(c(OC)c1OC)-c1ccc(OC)c(=O)cc1[C@@H](NC(C)=O)CC2
→ -1	8	-35	2.3	5	8	96	-2	-2	16
O=C1/C(=C/c2ccccn2)SC(=S)N1N1CCOCC1
→ 3	-3	18	1.4	-2	12	100	3	0	1
CN1CCN(S(=O)C23CC4CC(CC(C4)C2)C3)CC1 (stereo not given)
→ 7	5	-9	2.5	3	3	103	9	1	-3
CC1CCCC(NC(=O)COC(=O)c2cccc(NS(=O)(=O)/C=C/c3ccccc3)c2)C1C (stereo not given)
→ 3	-3	7	-0.5	-4	-27	101	-10	-3	-3
c1ccc(Sc2ncccn2)nc1
→ -3	-3	13	-2.1	-2	-22	104	3	3	0
COc1cc(CN2CCN(Cc3ccco3)CC2)cc(OC)c1
→ -5	6	0	-0.5	-11	-17	102	8	8	0
CC(=O)c1cnc(Nc2nc(C)c3cc(C)c(C)cc3n2)nc1C
→ 7	12	11	-0.3	1	-37	98	20	0	1
Cc1cc(C)c2c(CN3CCC(C)CC3)cc(=O)oc2c1
→ -6	6	1	2.6	-2	-93	98	-1	3	-2
CC(C)NC(=O)C1(C)CN(S(C)(=O)=O)CC(=O)N1Cc1cccc(F)c1 (stereo not given)
→ 0	x	x	x	-4	-10	x	x	-12	x
NC(N)=N/N=C/c1ccccc1OC(F)F
→ 2	4	22	1.2	-4	9	99	2	3	0
O=C(CSc1nnc(Cc2cccs2)n1C1CCCCC1)N1CCN(C(=O)c2ccco2)CC1
→ -1	0	12	-1.7	4	-46	93	5	2	0
O=C(Nn1cnnc1)c1ccc(OC(F)(F)C(F)C(F)(F)F)cc1 (stereo not given)
→ -4	-8	3	0.2	-2	-25	101	2	7	2
O=C(CC1OC(=O)c2ccccc21)Nc1cc(Cl)ccc1N1CCOCC1 (stereo not given)
→ 6	0	11	2.6	-16	-16	91	2	5	-1
CCCN(CCC)C(=O)NC1CC(=O)N(c2ccc(OC)cc2)C1 (stereo not given)
→ -1	-2	14	2.3	-2	-3	105	4	4	3
CCOC(=O)c1cc(-c2ccccc2)n(CC(=O)Nc2ccc(OCC)cc2)c1C
→ 0	-2	-3	5.4	1	12	97	-1	0	-1
CCCCOc1ccc(Br)cc1/C(C)=N/NC1=NCCN1
→ -5	-1	-28	2.5	18	17	94	-19	13	4
O=C(Cc1ccc([N+](=O)[O-])cc1)Nc1ccc(O)cc1C(=O)O
→ 1	-1	-2	-0.3	-8	0	98	2	-3	0

# New compounds follow
# Each structure is followed by: HTR2A ag	TLR9-MyD88 block	MC4R antagonist	MC4R ag barr	NOD2 RIPK2 PPI	SRC2 inh	ABCB6 inh 2	Cardio protect	ABHD5 PLIN5 PPI	Glyco luc inh
CCCNC(=O)Cn1c(=O)/c(=C/c2ccc(-c3cccc([N+](=O)[O-])c3)o2)s/c1=C\C(=O)C(C)(C)C
→ -1	1	5	-2.1	-18	-8	112	46	4	-1
O=C1C2C3CCC(O3)C2C(=O)N1c1cccc(O)c1 (stereo not given)
→ 2	-1	-3	-1.7	-8	-16	100	7	1	1
O=C(Nc1ccc(-c2csc(-c3ccccc3)n2)cc1)c1ccccc1
→ -17	3	-4	5.4	-13	1	97	-18	-2	6
CCCCN(C)CCCNC(=O)c1cn(CC)c2ccc(S(=O)(=O)N3CCc4ccccc4C3)cc2c1=O
→ -7	-3	10	-3.9	-8	-9	100	-29	6	-4
CCC1=C(OC(=O)N(CC)CC)N2C(=O)OC(=NCc3ccccc3)[C@]2(C)[C@H]2C1=CC[C@H]1C(=O)N(CC(=O)OC)C(=O)[C@H]12
→ -1	0	8	0.5	3	20	87	6	-12	0
O=C(c1ccc(F)cc1)n1c(NCc2ccccc2)n[nH]c1=S
→ 4	-2	-1	-2.0	-4	-9	98	-4	-4	2
O=C(NCc1ccccc1)c1cccc(OCC(=O)N2CCN(C(=O)c3ccco3)CC2)c1
→ -6	5	-3	-0.3	4	11	83	8	-4	0
Cc1c(NC(=O)CC(=O)Nc2c(C)n(C)n(-c3ccccc3)c2=O)c(=O)n(-c2ccccc2)n1C
→ 1	6	-3	-0.6	6	1	100	-3	8	1
CC(C)Cn1nc(C(=O)N2CCc3ccccc32)c2ccccc2c1=O
→ -9	-4	8	-0.2	-5	-7	96	-7	-1	-4
